Screening data from PubChem.
TNAP inh hi DEA: inhibitors of human TNAP at high phosphate acceptor concentration; P05186; purified TNAP, CDP-star luminescence, 1 M DEA; inhibition, % at 20 µM; 0.03% of 200,000 active; AID 1135;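 active = over 50% inhibition of tissue-nonspecific alkaline phosphatase at 20 µM in the single-dose screen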;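 also: plate controls were DMSO wells for no effect and EDTA-quenched wells as full inhibition for full effect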
Target sequence (P05186 whole entry, looked up): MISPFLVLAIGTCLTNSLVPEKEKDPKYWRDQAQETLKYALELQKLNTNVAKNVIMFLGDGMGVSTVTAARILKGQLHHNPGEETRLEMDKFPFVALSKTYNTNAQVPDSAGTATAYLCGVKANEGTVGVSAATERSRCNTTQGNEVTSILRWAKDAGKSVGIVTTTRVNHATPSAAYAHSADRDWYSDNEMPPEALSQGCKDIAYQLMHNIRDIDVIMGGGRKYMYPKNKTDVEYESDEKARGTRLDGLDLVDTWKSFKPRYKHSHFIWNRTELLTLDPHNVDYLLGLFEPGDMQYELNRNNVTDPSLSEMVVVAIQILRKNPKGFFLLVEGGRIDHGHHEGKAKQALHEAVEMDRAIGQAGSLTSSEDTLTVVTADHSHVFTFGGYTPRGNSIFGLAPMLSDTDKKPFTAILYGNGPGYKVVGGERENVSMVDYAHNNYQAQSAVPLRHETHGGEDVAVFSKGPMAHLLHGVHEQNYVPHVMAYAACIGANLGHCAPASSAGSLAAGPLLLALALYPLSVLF
G6PDH CS: counter-screen for G6PDH assay hits: L. mesenteroides G6PDH inhibition; AID 1020; Purified L. mesenteroides G6PDH, diaphorase/resazurin coupled fluorescence, 45 min; inhibition, % at 5 µM; 0.12% of 200,000 active; in the data active = inhibition above about 50%
FLuc stim CS: affects firefly luciferase, flagging false hits in luciferase stimulation screens; AID 1027; 200,000 tested, under 10 active; activation factor at 10 µM; ATPlite luciferase biochemical, luminescence, 10 min; 0 = ATP-free wells, 1 = DMSO control;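 active = luciferase activation factor, scaled between plate controls, of at least 2 with compound at 10 µM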
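Assay system: Luciferase/luciferin detection reagent, cell-free biochemical luciferase assay / Read-out: luciferase activation / Benchmarks: No-ATP low control, compound-free enzyme-plus-ATP high control / Medium: PBS buffer for ATP / Detection: luminescence measurement of luciferase light output / Schedule: 10 min at ambient temperature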
Diaph act CS: counter-screen for diaphorase-based assays: diaphorase activators and chemical reducers. Diaphorase/resazurin coupled assay, resorufin fluorescence, 16 min; active compounds read high; 1 = vehicle wells, 0 = NADH-free wells. activation factor at 20 µM. 0.005% of 190,000 active;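 active = diaphorase activity raised at least twofold by the compound at 20 µM; inactive = activation factor below 2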
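Material: bacterial diaphorase enzyme (C. kluyveri); amount: enzyme 0.07 U/mL final; reagent: NADH substrate 0.114 mM plus resazurin dye 0.1 mM, final; doses: single compound dose of 20 µM, 1% DMSO final; timing: 16 min enzyme reaction, ambient temperature; measured by: fluorescence of resorufin, 544 nm excitation, 590 nm emission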
PMI act: phosphomannose isomerase (human) activation; purified human PMI, coupled resazurin fluorescence, 20 min; active compounds read high; 1 = vehicle control, 0 substrate-free wells; P34949; activation factor at 20 µM; 0.005% of 190,000 active; AID 1214;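 active = activation factor of 2 or more at 20 µM, relative to plate controls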
Target sequence (P34949 whole entry, looked up): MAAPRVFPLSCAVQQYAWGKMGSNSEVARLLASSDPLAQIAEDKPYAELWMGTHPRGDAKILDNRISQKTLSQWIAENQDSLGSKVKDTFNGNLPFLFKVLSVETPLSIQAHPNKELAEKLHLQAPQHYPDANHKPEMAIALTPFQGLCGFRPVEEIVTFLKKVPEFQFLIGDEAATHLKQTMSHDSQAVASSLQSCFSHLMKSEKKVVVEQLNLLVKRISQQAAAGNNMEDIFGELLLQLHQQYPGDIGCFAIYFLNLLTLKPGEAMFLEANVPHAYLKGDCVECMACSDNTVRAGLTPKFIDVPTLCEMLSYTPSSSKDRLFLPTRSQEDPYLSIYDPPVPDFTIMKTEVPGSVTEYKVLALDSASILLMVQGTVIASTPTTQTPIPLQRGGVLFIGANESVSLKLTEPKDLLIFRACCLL
TNAP act hi DEA: TNAP (human) activation, high acceptor; P05186; purified TNAP, CDP-star luminescence, 1 M DEA, 30 min; active compounds read high; 0 = EDTA background, 1 = DMSO-only activity; activation factor at 20 µM; 200,000 tested, under 10 active;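 active = activation factor at least 2 at 20 µM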
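Control set: EDTA negative control, DMSO positive control / Assay system: human TNAP / Quantity: TNAP 1/800 final / Evaluation: TNAP activation factor scaled between EDTA and DMSO control wells / Measured by: luminescent substrate turnover signal / Compound dosing: one dose, 20 µM / Times: 30 min enzyme reaction at room temperature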
PMI act satM6P: activators of human phosphomannose isomerase at near-saturating mannose 6-phosphate; P34949; coupled PMI enzyme assay, resazurin fluorescence, 20 min; active compounds read high; 1 = untreated enzyme, 0 = substrate-free blank; activation factor at 20 µM; 0.34% of 190,000 active; AID 1216;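 active = activation factor of 2 or more at 20 µM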
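Material: human phosphomannose isomerase with PGI, G6PDH, diaphorase coupling enzymes / Reagent: Man-6-P substrate 1.0 mM / Dosing: single compound dose of 20 µM, 1% DMSO final / Incubation: enzyme reaction with compound 20 min at room temperature / Signal: resorufin fluorescence (Ex 544/Em 590 nm) from resazurin via diaphorase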
HMGR II inh: E. faecalis class II HMG-CoA reductase inhibition; inhibition, % at 10 µM; AID 1066; purified E. faecalis HMGR, NADPH absorbance 340 nm kinetic; 0.41% of 190,000 active;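 active = inhibition above a set limit, the median over all tested compounds plus 3 SD, cut at about 9.5% in these data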;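 also: enzyme runs in reverse so mevalonate oxidation gives rising NADPH absorbance; 0% = complete reaction with DMSO and 100% = background rate lacking mevalonate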
Diaph inh CS: counter-screen for diaphorase-based assays: diaphorase inhibitors and chemical oxidizers | diaphorase resazurin-to-resorufin fluorescence, NADH, 16 min; bacterial (C. kluyveri) enzyme, not human | inhibition, % at 20 µM | 0.69% of 190,000 active;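 active = primary screen inhibition at 20 µM above a set limit, cut at about 50% in these data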;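 also: plate controls were DMSO with full reaction for no effect and wells lacking NADH for full effect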
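System: Bacterial diaphorase enzyme (C. kluyveri) | Incubation: 16-min room-temperature incubation before reading | Benchmarks: No-NADH positive control and DMSO neutral control | Measured by: Resorufin fluorescence 544/590 nm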
TNAP inh noacc: TNAP (human) inhibition, acceptor-free conditions; purified TNAP, CDP-star luminescence, 30 min; inhibition, % at 20 µM; 0.26% of 200,000 active; AID 1012;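 active = tissue-nonspecific alkaline phosphatase inhibition above about 50% at 20 µM in the single-dose screen, limit read from the data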;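 also: 0% = DMSO negative control and 100% = EDTA positive control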
Numbers without * were called inactive; · = no result given.

SMILES	TNAP inh hi DEA	G6PDH CS	FLuc stim CS	Diaph act CS	PMI act	TNAP act hi DEA	PMI act satM6P	HMGR II inh	Diaph inh CS	TNAP inh noacc
O=C(NC(=S)NC(=O)c1ccccc1F)c1ccccc1F	-1	12	0.8	0.9	1	1	1.3	-4	14	-10
O=[N+]([O-])c1ccc(-c2cn(-c3ccccc3F)c(=S)[nH]2)cc1	13	3	1	1.1	1	0.9	1	1	-12	7
O=C(NC(Cc1c[nH]c2ccccc12)C(=O)O)c1ccc(F)cc1 (stereo not drawn)	1	0	1.1	0.9	1	1	1	2	7	-2
O=C1C2CCCN2C(=O)N1CCN1CCN(CCO)CC1 (stereo not drawn)	-6	5	1	1	1.2	1.1	1.2	-2	-4	-12
O=C(NCc1cccs1)C(=O)c1cn(CC(=O)N2CCCC2)c2ccccc12	-5	9	1	0.9	1	1.1	1.1	-1	8	-6
CN(C)NC1CC(=O)N(c2ccccc2)C1=O (stereo not drawn)	-5	6	1	1.1	1	1.1	1.1	-5	-6	-4
N#Cc1ccc(C(c2nnnn2Cc2ccccc2)N2CCCC2)cc1 (stereo not drawn)	-6	-1	1.1	0.8	1	1.1	1.1	6	17	-11
C/C(=N\NC(=O)CCCNc1ccc(C)cc1)c1ccccn1	-7	13	1.1	1	1	1.1	1.1	1	-2	-7
COc1cccc(OCC(=O)Nc2ccccc2-c2ccccc2)c1	0	12	1	0.7	0.8	1	0.9	-3	25	-3
CCCOc1ccc(Cn2cnc3ccccc32)cc1	6	-11	1	0.9	0.9	0.9	1	-2	12	2
CCn1c(N2CCN(C(=O)Nc3ccc(F)cc3)CC2)nc2ccccc21	-4	8	1.1	0.9	1	1	1	-4	9	-9
O=C(C1CCN(S(=O)(=O)c2ccc3c(c2)OCCO3)CC1)N1CCc2ccccc21	-9	10	1.1	0.8	1	1.1	1	3	18	-3
CC(=O)N1c2c(cc(Br)cc2S(=O)(=O)N2CCN(C(=O)c3ccco3)CC2)CC1C (stereo not drawn)	-4	13	1.1	1	1.1	1	1	2	3	-6
COc1ccc(C(=O)NCC(=O)Nc2ccccc2)cc1OC	-8	24	1.1	1.1	0.9	1.1	1	0	-6	-5
O=C(NNC(=S)Nc1ccccc1)NNC(=S)Nc1ccccc1	2	18	1.1	1	0.9	1	0.9	-3	4	-46
CCn1c(SCc2nc3ccccc3c(=O)[nH]2)nnc1C(C)NC(=O)c1ccccc1F (stereo not drawn)	-4	6	1.1	1	0.9	1	0.9	-3	1	-7
COc1ccccc1N1CCN(C(=O)c2cc3n(n2)C(C(F)(F)F)CC(c2ccco2)N3)CC1 (stereo not drawn)	1	10	1	0.9	1	1	1	-1	11	-6
O=C(Nc1ccc2oc(-c3ccccc3)nc2c1)c1ccco1	-4	2	0.7	0.9	0.9	1	1	1	9	-11
COc1ccc(CSCC(=O)N/N=C/c2ccc(OCC(=O)N3CCCCC3)cc2)cc1	-5	-1	1.1	0.8	0.8	1.1	0.9	-4	19	-10
O=c1cc(N2CCc3ccccc32)[nH]c(=O)n1-c1ccc(Cl)cc1	-3	-1	1	0.8	1	1	0.8	-1	17	-6
COc1ccc(NC(=O)COc2ccc(C(=O)NC3CCCc4ccccc43)cc2OC)cc1 (stereo not drawn)	-9	4	1.1	1.1	1.1	1.1	1.1	-1	-12	-4
CCCCn1c(N)c(N(CCC(C)C)C(=O)COC(=O)c2ccccc2)c(=O)[nH]c1=O	-5	1	1.1	0.9	1	1	1	-3	9	-4
O/N=C(\c1ccc2c(c1)OCCO2)C1CCCCC1	-4	18	1.1	0.9	1	1	1	-4	6	-2
C=CCn1c(-c2ccoc2)n[nH]c1=S	-3	12	1.1	0.9	1.1	1	1	-5	8	-2
COc1ccc(C(CNC(=O)CCOc2ccccc2)N(C)C)cc1 (stereo not drawn)	-5	-4	1	1	1	1	1	-5	-4	-18
The listing continues:
SMILES	TNAP inh hi DEA	G6PDH CS	FLuc stim CS	Diaph act CS	PMI act	TNAP act hi DEA	PMI act satM6P	HMGR II inh	Diaph inh CS	TNAP inh noacc
CCCCCCC1CCC(c2nc(-c3ccncc3)no2)CC1 (stereo not drawn)	-8	1	1.1	0.8	0.9	1.1	1	3	17	-10
O=C(CCSc1ccc(Cl)cc1)NN=C1CCCCCC1	-1	4	1	0.8	1	1	1	5	16	-10
Cc1c(C(=O)c2no[n+]([O-])c2C(=O)c2cnn(C)c2C)cnn1C	-4	6	1	0.8	1	1	0.9	-10	23	-7
CCCn1c(N/N=C\C=C\c2ccccc2)nc2c1c(=O)[nH]c(=O)n2C	2	0	1	1	1	1	0.9	-12	4	-151
Cc1ccc([N+](=O)[O-])cc1NC(=O)c1ccoc1C	1	12	1	1	1.1	1	1	0	4	-7
COC(=O)N/C(C)=C1/NC(=O)c2ccccc2C(c2ccccc2)N1 (stereo not drawn)	-3	-3	1	1	1	1	1	0	3	-9
CCCCCc1nc(-c2nonc2N)no1	-5	1	1.1	0.8	1	1	1	-5	16	-2
CCOC(=O)C1(CCOc2ccccc2)CCN(CCCn2cccn2)CC1	-8	-5	1	0.8	0.9	1.1	1	-3	16	-10
O=C1CCCC2=C1C(c1cn(-c3ccccc3)nc1-c1cccs1)c1c([nH]c(=O)[nH]c1=O)N2 (stereo not drawn)	-7	12	1.1	0.8	1	1.1	0.9	-3	22	-12
O=S(=O)(NCCc1ccncc1)c1ccccc1	0	8	1	1.1	1.1	1	1.1	-10	-9	-12
COc1cccc(NC(=O)c2cc([N+](=O)[O-])ccc2NCc2cccnc2)c1	8	1	1	0.9	1	0.9	1.1	3	10	-4
Cc1ccc(C)c(NC(=O)Cn2nc(C)c3ccccc3c2=O)c1	6	-4	1	1	0.9	0.9	0.9	·	3	0
CCOC(=O)N1CCN(C(=O)CCn2c(=S)[nH]c3cc(OCC)c(OCC)cc3c2=O)CC1	0	1	1	0.9	0.9	1	1	0	13	-6
Cc1ccccc1Nc1nc(N)nc(COC(=O)/C=C/c2ccco2)n1	1	5	1	1	1	1	0.9	-6	4	-1
CCCn1nc2cc(C(=O)NCc3ccc(OC(F)(F)F)cc3)ccc2c1OCC	-4	-5	1.1	0.7	0.8	1	0.8	3	26	-9
CCOC(=O)N1CCC(NC2CCCCCCC2)CC1	-3	14	0.9	1	1	1	0.9	-7	3	-8
O=C1C=C(N(CCO)CCO)C2(CCCCC2)O1	-5	-2	1	1	1	1.1	1	0	4	-14
COC(=O)c1c(NC(=O)CSc2nnnn2-c2ccccc2)sc2c1CCC(C)C2 (stereo not drawn)	3	-4	1	0.8	1	1	1	0	16	-2
COc1ccc(-c2nc(CSCC(=O)NCc3ccc4c(c3)OCO4)c(C)o2)cc1OC	1	9	1	0.9	0.8	1	0.9	2	11	-7
O=C(CNS(=O)(=O)N1CCOCC1)N/N=C/c1cccnc1	-2	8	1	0.8	0.8	1	0.9	2	15	0
Cc1ccc(-n2c(SCC(=O)N3c4ccccc4Sc4ccccc43)nnc2-c2ccncc2)cc1	2	-10	1.1	0.9	0.9	1	1	3	12	-12
COc1ccc(C2=NN(S(C)(=O)=O)C(c3cccs3)C2)cc1 (stereo not drawn)	-7	14	1	1.1	1	1.1	1.1	-8	-14	-9
COc1ccccc1NS(=O)(=O)c1ccc(N2CCOCC2)c(NC(=O)c2ccco2)c1	-7	3	1.1	0.7	0.9	1.1	0.9	3	25	-13
COc1ccc(C(C)=O)cc1CSCCC#N	-8	4	1.1	0.9	1.1	1.1	1.1	-4	8	-1
Cc1cccc(NC(=O)NNC(=O)c2ccc(C)c([N+](=O)[O-])c2)c1	-4	7	1.1	0.8	0.9	1	0.9	-3	24	-31
O=[N+]([O-])c1cc(S(=O)(=O)N2CCCC2)ccc1N/N=C/c1ccccn1	8	-1	1.1	0.8	1	0.9	0.9	0	19	0
Clc1ccccc1C(c1nnnn1Cc1ccco1)N1CCN(Cc2ccco2)CC1 (stereo not drawn)	-7	7	1	0.8	1	1.1	1	-7	17	-12
Cn1cc(CN2CCN(c3ncccn3)CC2)c(-c2cccc(Cl)c2)n1	-5	4	1	0.9	1	1.1	1	9.6*	14	-8
Cc1ccccc1OCC(=O)N/N=C/c1cccn1C	-5	0	1	0.9	1	1	1	2	8	-4

Some of these compounds in order of formula weight, low to high.
SMILES	TNAP inh hi DEA	G6PDH CS	FLuc stim CS	Diaph act CS	PMI act	TNAP act hi DEA	PMI act satM6P	HMGR II inh	Diaph inh CS	TNAP inh noacc
C=CCn1c(-c2ccoc2)n[nH]c1=S	-3	12	1.1	0.9	1.1	1	1	-5	8	-2
Cc1ccc([N+](=O)[O-])cc1NC(=O)c1ccoc1C	1	12	1	1	1.1	1	1	0	4	-7
CCCCCCC1CCC(c2nc(-c3ccncc3)no2)CC1 (stereo not drawn)	-8	1	1.1	0.8	0.9	1.1	1	3	17	-10
O=c1cc(N2CCc3ccccc32)[nH]c(=O)n1-c1ccc(Cl)cc1	-3	-1	1	0.8	1	1	0.8	-1	17	-6
COc1ccc(C(CNC(=O)CCOc2ccccc2)N(C)C)cc1 (stereo not drawn)	-5	-4	1	1	1	1	1	-5	-4	-18
CCn1c(N2CCN(C(=O)Nc3ccc(F)cc3)CC2)nc2ccccc21	-4	8	1.1	0.9	1	1	1	-4	9	-9
CCCn1nc2cc(C(=O)NCc3ccc(OC(F)(F)F)cc3)ccc2c1OCC	-4	-5	1.1	0.7	0.8	1	0.8	3	26	-9
COc1ccc(CSCC(=O)N/N=C/c2ccc(OCC(=O)N3CCCCC3)cc2)cc1	-5	-1	1.1	0.8	0.8	1.1	0.9	-4	19	-10
COc1ccccc1NS(=O)(=O)c1ccc(N2CCOCC2)c(NC(=O)c2ccco2)c1	-7	3	1.1	0.7	0.9	1.1	0.9	3	25	-13
CC(=O)N1c2c(cc(Br)cc2S(=O)(=O)N2CCN(C(=O)c3ccco3)CC2)CC1C (stereo not drawn)	-4	13	1.1	1	1.1	1	1	2	3	-6
